Screens deposited in PubChem by National Center for Advancing Translational Sciences (NCATS).
G9a block: blocks human histone lysine methyltransferase G9a; Potency, µM (doses to about 102 µM), inactives show at the highest dose activity, negative = inhibition, usual class: inhibitors; actives 8.8% (n = 350,000); G9a H3K9 monomethylation, AlphaScreen, 2 h; Q96KQ7; note: potency is the fitted concentration of half-maximal effect; % is set by controls: 0 for no effect and ±100 for the full control effect; nearly all actives have a fitted effect of over 75% in size
Target sequence (Q96KQ7 913-1193 limits assumed): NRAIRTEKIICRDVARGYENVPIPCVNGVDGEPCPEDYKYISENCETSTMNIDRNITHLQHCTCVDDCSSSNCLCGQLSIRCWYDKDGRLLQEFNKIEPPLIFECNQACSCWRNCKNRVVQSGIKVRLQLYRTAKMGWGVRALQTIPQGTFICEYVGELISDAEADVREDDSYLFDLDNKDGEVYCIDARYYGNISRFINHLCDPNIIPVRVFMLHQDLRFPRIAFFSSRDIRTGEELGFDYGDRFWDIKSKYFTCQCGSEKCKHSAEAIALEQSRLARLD
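Quantitative HTS format: methyltransferase activity on a biotin-tagged H3K9 peptide is measured by AlphaScreen, using a rabbit anti-monomethyl-H3K9 antibody with streptavidin donor and anti-IgG acceptor beads. Final levels are 20 nM enzyme, 500 nM peptide, 20 uM SAM; 2 h RT.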
RGS4 inhibitor: blocks human RGS4-accelerated GTP hydrolysis; Transcreener GDP fluorescence polarization, RGS4-accelerated GTP hydrolysis; actives 0.039% (n = 390,000); Potency, µM (series often up to 114 µM), for inactives: at the highest dose activity change, negative = inhibition, most hits filed as inhibitors; P49798; note: potency is the fitted concentration of half-maximal effect; % is set by controls: 0 for no effect and ±100 for the full control effect; nearly all actives have a fitted effect of over 75% in size; some results filed as inactive show a strong effect at the top dose
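MLSMR compounds (23 nl, pin-transferred) preincubated 10 min at room temperature with a 500nM (2x) first reagent, then RGS4 at 900nM (2x) plus Transcreener GDP mix added; fluorescence polarization (620/688 nm) read before and after 90 min at 30 °C.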
ERG-DNA inh: ERG Ets/DNA interaction inhibition | fluorescence polarization, His-ERG Ets domain / labelled DNA | Potency, µM (top dose mostly 76.9 µM), for the others: at the top dose FP activity, negative = inhibition, actives largely listed as inhibitors | actives 0.028% (n = 370,000) | AID 624246; active = well fitted inhibition curve with a large enough effect in the polarisation, with a control signal flat; inconclusive = small, poorly fitted or top-dose-only effect, or effect the other way, or a change in a side signal; inactive = no such curve, though single readings can be large or run the other way; the % refers to the polarisation;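 note: polarization taken with two DNA probes labelled with fluorescein and Texas red; potency is the fitted concentration of half-maximal effect; % of control where 0% means no effect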
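His-tagged ERG Ets domain (1 uM in the protein solution; 300mM KCl, 50mM Tris-HCl, 1mM EDTA, 1mM DTT, pH 7.5) received compound, then a probe mix of 5 nM fluorescein-DNA and 100nM Texas-615-DNA. Fluorescence polarization was read for both dyes.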
HP1b binding inh: inhibitors of HP1-beta chromodomain binding to methylated histone tails | actives 0.56% (n = 390,000) | P83916 | Potency, µM (titrated, usually from 114 µM), for inactives: top-dose activity change, negative = inhibition, most hits filed as inhibitors | AID 540317 | AlphaScreen HP1-beta / biotin-H3K9me3 peptide binding; note: potency is the fitted concentration of half-maximal effect; nearly all actives have a fitted effect of over 70% in size; inactives centre near 23
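Compound inhibition of the preformed complex between 50 nM HP1-beta and 50 nM biotinylated H3K9me3 peptide was read by AlphaScreen. Buffer was PBS pH 7.4 with 0.01% Tween-20. Incubations ran 30 min at room temperature, with 10 ug/mL donor/acceptor beads.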
JMJD2A Tudor: blocks the human JMJD2A Tudor domain; O75164; AlphaScreen JMJD2A-Tudor / H3K4me3 peptide binding; Potency, µM (top dose mostly 114 µM), inactives show top-dose activity change, negative = inhibition, most hits filed as inhibitors; actives 4.4% (n = 390,000); note: potency is the fitted concentration of half-maximal effect; % is set by controls: 0 for no effect and ±100 for the full control effect; nearly all actives have a fitted effect of over 50% in size
ALOX12 inh: ALOX12 (human) lipoxygenase inhibition; purified 12hLO, xylenol orange hydroperoxide absorbance; actives 1.1% (n = 580,000); Potency, µM (doses to about 108 µM), without a hit: at the highest dose activity change, negative = inhibition, usual class: inhibitors; P18054; AID 1671190; note: potency is the fitted concentration of half-maximal effect; % is set by controls: 0 for no effect and ±100 for the full control effect
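Hydroperoxide product was detected by ferrous iron/xylenol orange as the 573 to 405 nm absorbance ratio. Arachidonic acid at 40 uM (final) was turned over for 30 min at room temperature by 150 nM human 12hLO, pH 7.0 Hepes buffer, after 15 min compound preincubation.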
GLS inhibitor: blocks human kidney-isoform glutaminase activity; GLS enzymatic activity, qHTS titration; Potency, µM (highest dose often 45.5 µM), for the others: top-dose activity change, negative = inhibition, usual class: inhibitors; actives 0.21% (n = 410,000); note: potency is the fitted concentration of half-maximal effect; % is set by controls: 0 for no effect and ±100 for the full control effect
Target sequence (O94925 whole entry, looked up, canonical isoform): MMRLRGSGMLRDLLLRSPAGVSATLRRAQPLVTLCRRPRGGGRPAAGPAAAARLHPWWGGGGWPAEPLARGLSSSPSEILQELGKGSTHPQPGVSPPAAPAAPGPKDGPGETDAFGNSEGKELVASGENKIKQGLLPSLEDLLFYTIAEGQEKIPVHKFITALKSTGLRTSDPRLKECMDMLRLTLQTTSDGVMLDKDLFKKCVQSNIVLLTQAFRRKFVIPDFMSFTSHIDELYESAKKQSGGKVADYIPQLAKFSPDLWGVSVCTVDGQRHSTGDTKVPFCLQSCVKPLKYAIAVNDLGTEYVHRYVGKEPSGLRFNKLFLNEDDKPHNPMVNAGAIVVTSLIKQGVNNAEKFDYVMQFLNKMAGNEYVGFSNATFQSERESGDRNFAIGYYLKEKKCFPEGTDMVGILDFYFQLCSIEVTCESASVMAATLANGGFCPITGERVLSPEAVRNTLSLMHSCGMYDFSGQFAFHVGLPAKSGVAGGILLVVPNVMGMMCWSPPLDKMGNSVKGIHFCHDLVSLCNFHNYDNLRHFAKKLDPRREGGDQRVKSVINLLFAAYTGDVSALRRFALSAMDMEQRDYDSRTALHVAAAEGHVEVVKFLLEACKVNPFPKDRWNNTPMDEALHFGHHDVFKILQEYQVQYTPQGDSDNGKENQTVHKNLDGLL
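Enzyme dispensed in phosphate buffer (45 mM, pH 8.2, 0.02% Tween-20), compounds pinned in, then 1 mM L-glutamine solution and the glutamate oxidase–HRP–Amplex Red mix added; fluorescence read immediately and again after 30 min at room temperature.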
BAZ2B block: blocks human BAZ2B; AID 504333; Potency, µM (series often up to 114 µM), for the others: top-dose activity change, negative = inhibition, actives largely listed as inhibitors; AlphaScreen BAZ2B-H3K14Ac peptide displacement; Q9UIF8; actives 4.4% (n = 360,000); note: potency is the fitted concentration of half-maximal effect; % is set by controls: 0 for no effect and ±100 for the full control effect; nearly all actives have a fitted effect of over 60% in size
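In this displacement format the biotinylated H3(5-23) peptide acetylated at Lys14 serves as ligand at 50 nM, with BAZ2B at 50 nM in PBS pH 7.4 containing 0.01% Tween-20. Donor and acceptor beads are 10 ug/mL final.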
PI4K2A inh: inhibitors of human PI4K2A; purified PI4K2A, ADP-Glo luminescence, 1 h; hits give low values; actives 0.13% (n = 420,000); activity change, negative = inhibition, % at 76.9 µM; in the data active = activity change below about -50%; inconclusive = mostly about -30% to -49%;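 note: -100% = wells without enzyme as full effect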
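In this quantitative HTS, ADP production by PI4K2A was quantified luminescently after 1 h at ambient temperature; 100 microM adenosine served as plate-quality control.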
Starred values were filed as active, the others as inactive; ? = inconclusive; · = no result given; [ ] = remark or other dose. Unless noted, calls come from the whole dose curve; as a rule, active = well fitted curve in the direction sought with a large enough effect; inconclusive = small, poorly fitted or top-dose-only effect, or another doubt; inactive = no such curve, though single readings can be large; an effect the other way counts as inactive or inconclusive. Some of the compounds tested (hit frequency here may not be typical).

SMILES	G9a block	RGS4 inhibitor	ERG-DNA inh	HP1b binding inh	JMJD2A Tudor	ALOX12 inh	GLS inhibitor	BAZ2B block	PI4K2A inh
CCN(CC)S(=O)(=O)c1ccc(OC)c(NC(=O)C2CC(=O)N(c3ccc4c(c3)OCCO4)C2)c1 (stereo not drawn)	·	5.3%	7.8%	12.9%	-17.9%	11.6%	13.2%	-13.3%	-2.9
COc1ccc(CN2C(=O)c3cccnc3C2O)cc1 (stereo not drawn)	?	-48.4%	2.2%	-23.5%	?	?	?	39.8µM*	1.5
Cc1cc(C)nc(NS(=O)(=O)c2ccc(NC(=O)COc3ccc(C(C)(C)C)cc3)cc2)n1	-7.6%[59 µM]	-11.6%	-0.8%	10.5%	-31.1%	2.1%	7.7%	-20.7%	4.3
Cc1cc(C)nc(SCC(=O)N/N=C/c2ccc3c(c2)OCO3)n1	21.7%	23.7%	2.8%	10.9%	-11.7%	0.1%	6.1%	2.2%	-10.7
COc1ccc(CCC(=O)N2CCN(C(=O)c3ccccc3)CC2)cc1	4.0%	7.5%	6.6%	24.2%	12.7%	9.2%	-1.7%	10.7%	-0.7
O=C(CSc1nc(NS(=O)(=O)c2ccccc2)cc(=O)[nH]1)Nc1cccc(C(F)(F)F)c1	?	-10.8%	-1.6%	13.3%	8.8%	-13.2%	-7.3%	?	-20.9
CC(C)(C)C(=O)Cn1ncc(Cl)c(Cl)c1=O	-4.3%	-2.3%	3.3%	45.9%[activator]	-12.1%	2.7%	1.9%	-0.3%	4.6
CCN(CC)S(=O)(=O)c1cccc(C(=O)NCC2CCCO2)c1 (stereo not drawn)	5.9%	-5.6%	·	27.0%	-8.1%	9.8%	-7.2%	?	-1.2
CC(C)(C)OC(=O)NCCCCCNC(=O)c1nc[nH]c1C(=O)NCc1ccc(CNC(=O)OC(C)(C)C)cc1	·	9.2%	-10.1%	26.0%	-8.7%	3.8%	-1.6%	·	0.3
CCc1nn2c(=O)c(S(=O)(=O)Nc3ccc(OC)c(Cl)c3)c(C)nc2s1	?	23.7%	7.0%	16.1%	-17.8%	-26.2%	5.9%	-9.3%	-1.3
CC(NC(=O)COC(=O)c1ccc(N2CCCC2=O)cc1)c1ccc(F)cc1 (stereo not drawn)	·	-12.9%	1.3%	22.0%	-11.9%	?	2.9%	·	-1.9
O=C(Nc1cccc(-n2cccn2)c1)C1CCCN(Cc2ccc(C#CCCO)cc2)C1 (stereo not drawn)	?	-10.5%	-15.5%	19.4%	-15.3%	0.0%	-4.6%	-38.2%	3.6
Cc1ccc(-c2nn(-c3ccccc3)cc2C2CC(c3cccs3)=NN2C(=O)CCCC(=O)O)cc1 (stereo not drawn)	?	-24.7%	11.4%	48.4%[activator]	70.8µM*	?	5.4%	79.4µM*	-5.1
CCCCN(CC)C(=O)Cn1nc(Cc2ccncc2)c2ccccc2c1=O	11.0%[0.501 µM]	0.1%	7.7%	53.6%[activator]	-4.7%	0.0%	-1.6%	-5.1%	-6.0
O=C(Nc1ccc(OC(F)(F)F)cc1)N1CCN(c2ccnc3cc(Cl)ccc23)CC1	-5.4%	-2.4%	-8.2%	51.0%[activator]	-14.3%	-29.7%	2.4%	-12.5%	-0.5
CCn1c(=O)n(CC)c2cc(S(=O)(=O)N3CCc4ccccc43)ccc21	?	-6.3%	·	1.4%	-16.9%	-15.7%	1.0%	3.6%	-4.4
COc1ccc(S(=O)(=O)N2CCOC2CNC(=O)C(=O)NCCCn2ccnc2)cc1OC (stereo not drawn)	14.2%	-18.8%	10.5%	63.3%[activator]	-21.1%	32.2%[activator]	-0.9%	22.4µM*	-3.3
CC(C)(C)OC(=O)C[C@@H]1C/C=C\C[C@@H](CC(=O)N(CCO)Cc2ccccc2)C(=O)N[C@H](C(C)(C)C)COC1=O	·	8.8%	2.1%	36.6%	-9.3%	-10.1%	-1.3%	·	-0.6
O=S(=O)(Cc1ccc(Cl)cc1)c1ncc(CO)n1Cc1ccccc1	-29.2%	-2.6%	-5.2%	33.4%	-11.0%	-2.3%	0.5%	-4.9%	4.4
CCn1c(SCC(=O)NC2CCCCC2)nnc1C(C)NC(=O)c1ccccc1F (stereo not drawn)	14.5%[59 µM]	9.3%	-0.1%	67.2%[activator]	3.5%	-1.8%	-1.8%	11.2%	1.7
C/C(=N\Nc1ccccc1)c1cc2ccccc2oc1=O	35.5µM*	-2.5%	-2.8%	1.3%	?	?	3.3%	-24.5%	-0.8
Cc1nc2ccc(NC(=O)NC(=O)c3c(Cl)cccc3Cl)cc2o1	-0.8%	2.2%	-6.8%	20.2%	-6.8%	288.2%[activator]	-1.8%	-27.6%	3.5
COc1ccc(-c2cc(C(=O)Nc3sc4c(c3C#N)CCCC4)c3ccccc3n2)cc1	15.4%[59 µM]	-6.5%	1.8%	-10.3%	-29.5%	-24.1%	14.8%	-10.7%	-5.2
CCN(CC)S(=O)(=O)c1ccc(NC(=O)Cn2c(=O)oc3ccccc32)cc1	6.4%	4.6%[11.4 µM]	-2.3%	32.1%	-20.5%[57.1 µM]	0.0%	-0.6%	-2.1%	0.7
FC(F)(F)c1ccccc1/C=N/n1c(COc2ccccc2)n[nH]c1=S	20µM*	?	7.7%	?	?	?	-6.7%	?	0.9
Cc1cccc(-c2noc(-c3ccc(N4CCCC4)c([N+](=O)[O-])c3)n2)c1	-31.8%[59 µM]	6.4%	-11.0%	41.6%[activator]	-7.0%	-6.7%	-2.3%	0.8%	-0.8
CCN(CC)c1ccc(/C=N/Nc2nc(C)cc(=O)[nH]2)c(O)c1	-9.4%[59 µM]	9.5%	5.1%	23.4%	-21.5%	7.6%	7.3%	-14.7%	1.9
Cc1cc(NC(=O)Cc2cccs2)nn1CC(=O)NCc1ccco1	10.8%[59 µM]	-31.6%	1.0%	21.3%	-16.7%	177.9%[activator]	2.3%	-0.6%	-9.6
O=C(Oc1cccc(C(=S)N2CCOCC2)c1)c1ccc([N+](=O)[O-])cc1[N+](=O)[O-]	25.1µM*	-22.1%	0.1%	?	-35.5%	-7.5%	-4.3%	?	4.1
CN(C(=O)COC(=O)CCC(=O)c1ccccc1)c1c(N)n(Cc2ccccc2)c(=O)[nH]c1=O	?	-36.9%	-5.4%	28.7%	-12.4%	?	0.9%	-6.7%	4.4

Full records from above. Screens in order: G9a block, RGS4 inhibitor, ERG-DNA inh, HP1b binding inh, JMJD2A Tudor, ALOX12 inh, GLS inhibitor, BAZ2B block, PI4K2A inh
C/C(=N\Nc1ccccc1)c1cc2ccccc2oc1=O in the list: 35.5µM*, -2.5%, -2.8%, 1.3%, ?, ?, 3.3%, -24.5%, -0.8
CCn1c(SCC(=O)NC2CCCCC2)nnc1C(C)NC(=O)c1ccccc1F (stereo not drawn) in the list: 14.5%[59 µM], 9.3%, -0.1%, 67.2%[activator], 3.5%, -1.8%, -1.8%, 11.2%, 1.7

New compounds follow:
SMILES	G9a block	RGS4 inhibitor	ERG-DNA inh	HP1b binding inh	JMJD2A Tudor	ALOX12 inh	GLS inhibitor	BAZ2B block	PI4K2A inh
Cc1ccc(-c2nnc(N3CCOCC3)c3ccccc23)cc1S(=O)(=O)NCc1cccnc1	-9.2%	-7.0%	1.0%	31.0%	-8.3%	0.3%	-2.6%	-20.2%	4.5
CCOc1ccc(S(=O)(=O)N2CCC(C(=O)NCc3ccncc3)CC2)cc1C	10.5%	-11.4%	-8.1%	29.4%	6.3%	0.1%	0.6%	7.2%	-1.3
CN(C(=O)c1cc2c(s1)-c1ccccc1S(=O)(=O)C2)c1ccccc1F	9.3%	2.5%	-4.0%	29.2%	-17.3%	-0.2%	1.8%	-19.0%	-1.1
CCCCN(C)C(=O)CS(=O)(=O)Cc1nc(-c2cccc(OC)c2)oc1C	?	1.8%	20µM*	13.8%	-11.3%	3.7%	-0.1%	6.8%	-1.1
Cc1cc(C)n2ncc(S(=O)(=O)c3ccccc3)c2n1	15.8%	4.9%	-3.4%	26.3%	-7.0%	3.0%	2.9%	-8.3%	2.6
COc1ccc(OC)c(C2N(c3ccccn3)C(=O)C3CCCN32)c1 (stereo not drawn)	8.0%	9.3%	4.4%	22.5%	-8.6%	?	9.9%	-1.8%	-1.9
Cc1ccc(Cn2c(=O)n(CCCCC(=O)NCc3ccc4c(c3)OCO4)c(=O)c3ccccc32)cc1	-39.0%[59 µM]	3.4%	5.3%	37.6%	-9.6%	0.1%	-1.6%	-1.2%	1.8
Cc1ccc(NS(=O)(=O)c2cccc(C(=O)N3CCCCC3)c2)cc1	·	-2.5%	6.1%	32.8%	-1.4%	7.0%	8.8%	·	1.9
CN(Cc1ccccc1)C(=O)c1cccc(NC(=O)c2nsc3ccccc23)c1	-28.0%[59 µM]	-13.8%	-2.7%	34.8%[57 µM]	-11.4%	-17.6%	-2.0%	-0.3%	-14.0
COc1ccc(NC(=O)C2CCCN(S(=O)(=O)c3ccc(Br)s3)C2)cc1 (stereo not drawn)	?	0.3%	5.6%	19.1%	-9.9%	?	6.5%	-4.4%	-6.5
COc1cc(OC)cc(-c2cc3nc(C)c(CCC(=O)NC(C)CCc4ccco4)c(C)n3n2)c1 (stereo not drawn)	-0.7%[12.7 µM]	?	-2.9%	7.8%	-33.3%	-19.6%	-3.5%	-6.4%	-5.3
C/C(CC(=O)Nc1ccccc1Br)=N\NC(=O)C(=O)N1CCCC1	?	2.4%	2.4%	47.1%[activator]	-33.6%	-2.2%	9.0%	0.3%	0.4
